# BH1578 lux ind – induces V. cholerae light production without autoinducers. activation, % at 18.7 µM. 350,000 tested, 0.16% active. V. cholerae BH1578 lux reporter, luminescence, 6 h; in the data active = activation mostly above about 9.7%, no sharp cut-off; inconclusive = no clear call, values can overlap the other calls; inactive = mostly below about 3.7%; note: not every result past the cut was called active; inactives centre near 0; reference of the scale not given here
# TcdB inh – inhibitors of Clostridioides difficile toxin B glycohydrolase | TcdB glycohydrolase enzymatic assay, plate reader | inhibition, % at 9.99 µM | 350,000 tested, 0.24% active; in the data active = inhibition above about 10%
# Target sequence (P18177 whole entry, looked up): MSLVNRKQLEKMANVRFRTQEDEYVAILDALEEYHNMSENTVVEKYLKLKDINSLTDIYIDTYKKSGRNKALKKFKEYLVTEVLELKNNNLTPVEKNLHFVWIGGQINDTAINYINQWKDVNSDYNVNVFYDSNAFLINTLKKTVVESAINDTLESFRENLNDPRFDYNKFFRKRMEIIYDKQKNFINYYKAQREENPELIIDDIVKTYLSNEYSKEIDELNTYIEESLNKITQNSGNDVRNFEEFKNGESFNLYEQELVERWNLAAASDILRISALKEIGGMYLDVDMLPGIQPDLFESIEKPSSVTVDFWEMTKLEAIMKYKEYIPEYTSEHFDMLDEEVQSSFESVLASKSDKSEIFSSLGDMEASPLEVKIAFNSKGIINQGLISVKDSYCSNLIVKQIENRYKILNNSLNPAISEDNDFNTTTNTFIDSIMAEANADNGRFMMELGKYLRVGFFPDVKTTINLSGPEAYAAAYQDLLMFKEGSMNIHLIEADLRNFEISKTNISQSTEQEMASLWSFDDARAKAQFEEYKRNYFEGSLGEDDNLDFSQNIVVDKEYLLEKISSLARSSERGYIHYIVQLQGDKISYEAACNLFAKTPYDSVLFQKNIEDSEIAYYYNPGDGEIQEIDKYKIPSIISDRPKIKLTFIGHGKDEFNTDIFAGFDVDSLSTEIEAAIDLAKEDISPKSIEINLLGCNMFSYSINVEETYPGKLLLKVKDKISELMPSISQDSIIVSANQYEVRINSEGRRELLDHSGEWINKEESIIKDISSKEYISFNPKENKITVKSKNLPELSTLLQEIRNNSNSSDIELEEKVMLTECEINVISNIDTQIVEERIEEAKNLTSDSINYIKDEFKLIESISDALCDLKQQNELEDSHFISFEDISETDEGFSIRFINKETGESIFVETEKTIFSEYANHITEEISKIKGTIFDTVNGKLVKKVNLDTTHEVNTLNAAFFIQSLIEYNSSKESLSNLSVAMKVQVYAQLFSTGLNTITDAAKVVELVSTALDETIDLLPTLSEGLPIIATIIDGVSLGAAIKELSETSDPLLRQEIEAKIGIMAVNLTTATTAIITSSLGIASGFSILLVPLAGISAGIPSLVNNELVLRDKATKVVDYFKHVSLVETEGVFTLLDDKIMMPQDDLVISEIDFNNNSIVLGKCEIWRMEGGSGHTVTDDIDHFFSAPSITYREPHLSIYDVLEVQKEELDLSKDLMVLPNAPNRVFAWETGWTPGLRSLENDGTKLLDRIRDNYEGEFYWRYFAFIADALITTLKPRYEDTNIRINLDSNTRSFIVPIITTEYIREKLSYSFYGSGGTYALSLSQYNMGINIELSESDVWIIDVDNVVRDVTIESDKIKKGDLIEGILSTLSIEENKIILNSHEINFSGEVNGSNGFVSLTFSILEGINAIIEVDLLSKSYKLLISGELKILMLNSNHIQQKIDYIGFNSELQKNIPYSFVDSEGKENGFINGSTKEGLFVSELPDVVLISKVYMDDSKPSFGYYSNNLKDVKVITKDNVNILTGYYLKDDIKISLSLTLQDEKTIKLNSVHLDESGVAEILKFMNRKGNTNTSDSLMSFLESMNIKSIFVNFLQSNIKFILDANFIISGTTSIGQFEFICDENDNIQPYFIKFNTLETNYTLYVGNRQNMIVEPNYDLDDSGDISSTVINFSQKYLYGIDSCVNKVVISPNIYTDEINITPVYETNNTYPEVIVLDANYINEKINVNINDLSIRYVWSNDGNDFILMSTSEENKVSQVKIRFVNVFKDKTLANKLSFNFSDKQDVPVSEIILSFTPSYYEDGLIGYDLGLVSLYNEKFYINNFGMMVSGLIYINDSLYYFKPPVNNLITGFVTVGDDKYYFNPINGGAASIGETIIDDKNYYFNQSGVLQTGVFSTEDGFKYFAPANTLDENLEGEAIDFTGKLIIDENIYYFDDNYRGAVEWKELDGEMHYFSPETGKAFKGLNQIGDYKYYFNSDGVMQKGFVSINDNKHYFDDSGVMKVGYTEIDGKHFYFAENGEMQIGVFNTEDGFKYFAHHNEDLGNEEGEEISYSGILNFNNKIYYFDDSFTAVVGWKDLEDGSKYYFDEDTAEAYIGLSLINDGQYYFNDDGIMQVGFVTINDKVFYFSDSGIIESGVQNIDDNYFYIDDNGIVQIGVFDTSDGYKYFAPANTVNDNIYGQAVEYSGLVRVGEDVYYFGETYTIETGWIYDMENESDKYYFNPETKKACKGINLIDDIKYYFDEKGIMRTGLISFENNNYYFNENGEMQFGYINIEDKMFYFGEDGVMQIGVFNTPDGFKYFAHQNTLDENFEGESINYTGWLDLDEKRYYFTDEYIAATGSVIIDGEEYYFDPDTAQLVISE
# SARS 3CLpro inh – SARS-CoV 3CLpro protease inhibition. P0C6X7. recombinant SARS-CoV 3CLpro, quenched FRET peptide cleavage. inhibition, % at 6 µM. 290,000 tested, 0.14% active. AID 1706; in the data active = inhibition above about 12%
# Yp Topo-I inh – Y. pestis Topo-I inhibition via cleavage products; Y. pestis Topo-I cleavage product accumulation, plate reader; activity, % at 10 µM; 360,000 tested, 0.064% active; AID 504884; in the data active = activity above about 50%, passing the limit was not always enough; inconclusive = no clear call, values can overlap the other calls; note: inactives centre near 2
# BoNT A protease – inhibitors of Botulinum neurotoxin A light chain protease. multiplex microsphere protease substrate cleavage, flow cytometry. inhibition, % at 10 µM. 360,000 tested, 0.17% active. AID 588499; note: plate controls were buffer without enzyme for full effect and enzyme alone for no effect
# PrPC TRFRET – reduces human prion protein on the cell surface; P04156; cell surface PrPC, TR-FRET read-out; inhibition, % at 13.8 µM; 370,000 tested, 0.43% active; AID 720596; in the data active = inhibition above about 24%; note: 0% = median of the test wells and 100% = reference compound wells
# PriA SSB inh – inhibitors of Klebsiella pneumoniae PriA binding to SSB C-terminal tail; AlphaScreen SSBct-PriA binding, biotinylated peptide; inhibition, % at 33 µM; 430,000 tested, 0.6% active; AID 1272365; in the data active = inhibition mostly above about 37%, no sharp cut-off; inactive = mostly below about 20%;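 note: plate controls were negative control peptide for no effect and reference peptide for full effect; strong numbers were not always called active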
# Anthrax LF inh2 – blocks Bacillus anthracis lethal factor protease; inhibition, % at 10 µM; multiplex microsphere protease cleavage assay, LF; 360,000 tested, 0.12% active; P15917; note: plate controls were buffer without enzyme for full effect and enzyme alone for no effect
# PfHsp40 rescue – compounds rescuing yeast from Plasmodium falciparum HSP40 toxicity. 340,000 tested, 0.68% active. growth rescue, % at 12.5 µM. S. cerevisiae expressing PfHsp40, growth rescue, ATP luminescence; in the data active = growth rescue above about 28%, passing the limit was not always enough; inconclusive = no clear call, values can overlap the other calls;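 note: yeast W303a lacking pdr1 and pdr3 grown in galactose medium; growth measured after three days at 30 °C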
# An asterisk follows results filed as active; i = inactive; u = inconclusive; x = no result given. Cut-off read from the data, not from the text of the source, unless noted: active = inhibition above about 30%; inconclusive = no clear call, values can overlap the other calls; inactive = below that.
SMILES,BH1578 lux ind,TcdB inh,SARS 3CLpro inh,Yp Topo-I inh,BoNT A protease,PrPC TRFRET,PriA SSB inh,Anthrax LF inh2,PfHsp40 rescue
O=C(COc1ccc(S(=O)(=O)N2CCOCC2)cc1)NCC1CCCO1 (stereo not drawn),i,1.5,1.4,6.8,0.7,-5.2,-20.6,-2.4,-0.3
O=C(CN(c1ccccc1Cl)S(=O)(=O)c1ccccc1)NC1CC2CCC1C2 (stereo not drawn),2.9,0.3,x,6.3,0.0,4.2,x,-0.2,x
Cc1nc(-c2cccc(S(=O)(=O)N3CCC(C)CC3)c2)cs1,-0.2,x,4.9,28.8,0.4,3.6,-12.2,-0.8,1.7
Cc1nn(Cc2ccc(C(=O)N3N=C(C(F)F)CC3(O)C(F)F)o2)c(C)c1[N+](=O)[O-] (stereo not drawn),-0.4,x,0.6,-6.1,-0.2,6.3,4.8,0.8,-0.1
Cc1cc(=O)oc2cc(OCC(=O)Nc3nccs3)ccc12,i,0.9,2.6,-4.8,-0.5,4.4,0.1,-0.5,3.0
Cc1c(C(=O)Nc2ccccc2Cl)oc2ccc(S(=O)(=O)N3CCC4(CC3)OCCO4)cc12,-0.2,x,-1.6,9.8,-4.3,2.4,-15.7,-1.2,-0.7
COc1cc(O)c(C(CCN2CCOCC2)c2ccc3c(c2)OCO3)c(OC)c1 (stereo not drawn),-3.7,1.5,x,2.1,-0.3,-10.7,8.5,-1.6,-1.0
O=C(/C=C/Nc1ccc(F)cc1)c1ccc(Oc2ncccn2)cc1,0.8,x,-0.6,-1.3,0.2,-0.6,-12.1,4.6,0.5
CC(OC(=O)CN1C(=O)NC2(CCCC2)C1=O)C(=O)Nc1cccc(Cl)c1 (stereo not drawn),-0.1,0.6,-0.6,5.9,3.2,10.5,-2.7,0.9,-1.5
CSC(=NC(C)c1ccccc1)NS(=O)(=O)c1cccs1 (stereo not drawn),-0.4,0.9,0.8,2.5,-1.3,-1.5,-21.3,-2.0,-0.8
COCc1ccc(-c2c(-c3ccccc3OC)sc3cc4c(cc23)OCO4)cc1,-0.3,-0.8,x,6.9,0.3,-6.8,0.6,-5.2,-0.5
COc1ccccc1C(=O)NCCCNc1ccc([N+](=O)[O-])cc1,-0.3,0.0,2.3,0.1,-0.1,1.8,0.1,0.9,-0.7
CCN(CC)CCNC(=O)C(Cl)=C1C(Cl)=C(Cl)C(Cl)=C1Cl,i,0.4,x,6.2,0.5,-8.5,-14.8,-5.5,-0.2
CCn1cc(S(=O)(=O)c2ccc(C)cc2)[nH]c1=O,i,0.8,-2.0,14.7,-0.9,-1.3,-4.9,-8.9,-0.1
O=C(NCCn1cccc1)c1cccc2ccccc12,i,x,-0.6,7.4,-0.2,0.8,8.0,-3.8,0.4
O=C(NC(=S)NCC1CCCO1)c1ccc(Cl)cc1 (stereo not drawn),-0.4,1.1,3.3,1.4,-0.6,-4.8,-7.4,-2.3,2.2
COc1ccccc1NC(=O)Nc1ccccc1C(N)=O,-0.2,0.0,2.6,-2.9,-0.5,6.3,-6.8,-2.0,-0.7
Nc1nnc(Cc2cccc(Br)c2)s1,-0.7,0.6,-0.7,-3.9,-7.8,3.5,-9.2,-17.4,0.1
Cc1ccc(NC(=O)CN2C(=O)NC3(CCc4ccccc43)C2=O)cc1 (stereo not drawn),i,-0.3,-2.5,3.5,1.1,1.3,1.5,-4.7,-1.0
COc1ccc(CCC(=O)Nc2sc(C(=O)N(C)C)c(C)c2C#N)cc1,0.4,1.2,-0.5,1.2,x,3.0,4.0,x,0.9
CC(C)CCN1C(=O)c2ccc(C(=O)NCc3ccco3)cc2C1=O,i,x,1.4,5.4,-0.3,1.1,-14.4,-1.1,3.7
COc1ccc(C)cc1Nc1nc(C)nc2sc(C)cc12,0.9,3.8,-1.9,10.9,-0.6,1.1,-16.4,-12.9,1.3
Cc1cccc(Oc2ccc(N)cc2)c1,-0.7,x,-2.4,-4.9,0.2,-1.9,9.3,-6.2,-0.9
O=C(CSc1nc2c(c(=O)n1-c1ccc(Cl)cc1)SCC2)N1CCCC1,i,x,3.0,4.1,0.2,-1.5,-12.4,1.6,3.1
Cc1[nH]c2ccccc2c1-c1nc2ccccc2[nH]1,i,x,1.1,3.9,0.3,7.0,7.0,2.3,0.6

# New compounds follow.
SMILES,BH1578 lux ind,TcdB inh,SARS 3CLpro inh,Yp Topo-I inh,BoNT A protease,PrPC TRFRET,PriA SSB inh,Anthrax LF inh2,PfHsp40 rescue
Cn1c(=O)n(CCC(=O)O)c2ccccc21,-8.3,x,-1.2,4.6,-0.5,-6.0,-23.3,-0.4,-1.2
CCCn1nnc(NC(=O)C(C)C)n1,0.6,2.0,0.7,1.2,u,-3.4,-10.7,-14.2,-0.1
c1ccc(-c2nc(N3CCN(c4ccccc4)CC3)nc(-n3ccnc3)n2)cc1,-1.4,x,1.4,9.2,0.5,0.2,0.4,2.4,-1.6
CCC1(CC)C(=O)N(Cc2ccccc2)C(=O)N(Cc2ccccc2)C1=O,i,0.4,-4.0,4.4,-0.3,x,-22.0,-0.6,0.1
O=C1Nc2c(Br)cccc2C1=O,-0.2,0.5,x,-3.1,0.5,0.9,-9.6,-7.1,-0.5
O=C(OCc1ccccc1)N1CCC2CC1c1cc(N3Cc4ccccc4-n4nncc4C3)ccc12 (stereo not drawn),i,-0.9,x,48.5,0.1,-7.4,x,-10.6,x
COc1ccc(NC(=O)c2cc(-c3cc(C)cs3)[nH]n2)cc1OC,i,0.6,x,-7.7,-0.4,16.1,x,-4.7,x
Cc1ccc(-c2cc(-c3ccccc3)nc(N/N=C/c3cccnc3)n2)cc1,i,x,6.7,-4.9,1.6,-2.2,x,-2.7,1.6
COc1ccc(NC(=O)C(=O)NNC(=O)c2cccs2)c(OC)c1,-0.3,x,-4.8,0.7,-0.8,0.4,-20.0,-4.7,13.8
O=C(NCC1CCCO1)C(=O)c1c[nH]c2ccccc12 (stereo not drawn),-0.9,1.9,-2.6,-2.4,-0.1,-5.1,-5.6,-0.4,-1.2
O=C(Nc1ccc(C(=O)O)cc1)Nc1ccc([N+](=O)[O-])cc1,i,0.3,0.1,-6.4,1.0,-14.4,3.5,-20.5,-1.5
CCc1nc(CNC(=O)C2CCC(=O)N(Cc3cccc(OC)c3)C2)no1 (stereo not drawn),1.8,0.3,1.4,6.8,-0.6,-0.1,-13.0,-1.5,1.1
O=C(Nc1ccc(F)cc1)c1ccccc1NS(=O)(=O)N1CCCC1,-0.1,2.7,3.3,3.1,0.0,-1.1,-11.1,-5.1,0.8
O=C(CC(C(=O)O)c1cccc(Br)c1)c1ccc(Cl)cc1 (stereo not drawn),-0.8,3.9,8.9,2.1,-0.1,9.4,-1.1,-3.1,1.6
COc1ccccc1CNC(=O)COc1cc2c(c3oc(=O)cc(C)c13)CCC(C)(C)O2,-0.1,-0.3,-0.2,33.2,0.2,1.4,1.5,0.3,0.5
Cc1ccc(NC(=O)COC(=O)Cn2cnc3ccccc32)c(C)c1,i,2.3,x,-2.8,0.1,10.8,2.4,-1.6,-0.6
CCN(CC)C(=O)c1n[nH]c(=O)c2ccccc12,1.0,x,-4.7,-1.3,1.3,4.3,-11.7,-4.0,0.1
CC(C(=O)Nc1ccc(Cl)cc1Cl)N1C(=O)NC2(CCCCCCC2)C1=O (stereo not drawn),0.5,0.8,x,5.3,0.4,1.0,-5.1,-5.6,-1.1
O=C(Nc1nccs1)OCc1ccccc1,-0.4,0.6,x,0.0,x,1.6,-3.1,x,x
COC(=O)c1ccc(CSc2nnc(N)s2)cc1,i,x,-3.0,-9.1,0.0,7.8,-6.8,-3.5,-1.3
CCOC(=O)c1cccc(NC(=O)CSc2nnc(C)n2Cc2ccccc2)c1,i,x,-2.1,17.9,0.4,-1.1,-10.0,3.5,-1.8
COc1cc(C(=O)N2CCN(S(=O)(=O)c3ccc(Cl)cc3)CC2)ccc1OCC(=O)N1CCOCC1,i,1.5,x,-2.8,1.5,2.6,6.5,-1.3,1.5
COc1ccc(CCN(C)C(=O)CCCN2C(=O)c3cccc4cccc(c34)C2=O)cc1OC,-0.5,0.5,3.5,23.7,0.0,-33.4,6.0,-1.9,0.9
Cc1ccc(C(=O)NNc2cc(=O)n(C)c(=O)n2C)cc1C,0.4,1.1,1.1,-3.2,-0.2,-3.6,-14.7,0.2,-0.8
COC(=O)c1ccc(NC(=O)C2CC3CCC2C3)cc1 (stereo not drawn),-7.1,2.4,x,-11.7,-0.4,14.8,-16.1,1.6,-0.7

# (listing goes on)
SMILES,BH1578 lux ind,TcdB inh,SARS 3CLpro inh,Yp Topo-I inh,BoNT A protease,PrPC TRFRET,PriA SSB inh,Anthrax LF inh2,PfHsp40 rescue
COc1cc(S(=O)(=O)N2CCCC3(CCCCC3)C2)ccc1-n1cnnn1,i,1.7,0.5,0.9,0.6,7.5,-9.3,1.4,0.3
Cc1cc(Sc2nc(N)ncc2[N+](=O)[O-])ncn1,-0.3,-0.1,0.2,-3.0,-0.1,-12.6,-11.2,-1.1,1.3
CCN(CC)S(=O)(=O)c1cc(NC(=O)c2cccc(N3C(=O)CCC3=O)c2)ccc1Cl,-0.3,-0.9,x,18.3,x,-0.7,13.3,x,-0.8
Cc1nn(Cc2ccc(C(=O)N3N=C(C(F)F)CC3(O)C(F)F)cc2)c(C)c1[N+](=O)[O-] (stereo not drawn),-0.2,x,-2.2,-6.1,-1.9,-0.6,-12.2,-1.0,0.2
O=C(O)c1cccc(S(=O)(=O)N2CCC(n3nnc4cc(C(F)(F)F)ccc43)CC2)c1,i,-6.0,2.5,9.4,1.1,5.2,-13.1,0.3,-0.2
CCN(CC)CCC(=O)N1c2ccccc2Sc2ccc(Cl)cc21,i,1.1,x,2.6,-0.1,-5.7,-3.1,1.1,0.6
Cc1cccc(NC(=O)CSc2nnc(-c3ccco3)c(-c3ccco3)n2)c1,-0.1,-1.2,1.5,11.8,2.4,-9.6,10.5,-2.9,10.8

# 11 entries out of the list, arranged by length of the SMILES, rising:
SMILES,BH1578 lux ind,TcdB inh,SARS 3CLpro inh,Yp Topo-I inh,BoNT A protease,PrPC TRFRET,PriA SSB inh,Anthrax LF inh2,PfHsp40 rescue
CCCn1nnc(NC(=O)C(C)C)n1,0.6,2.0,0.7,1.2,u,-3.4,-10.7,-14.2,-0.1
O=C(NCCn1cccc1)c1cccc2ccccc12,i,x,-0.6,7.4,-0.2,0.8,8.0,-3.8,0.4
Cc1cc(Sc2nc(N)ncc2[N+](=O)[O-])ncn1,-0.3,-0.1,0.2,-3.0,-0.1,-12.6,-11.2,-1.1,1.3
O=C(/C=C/Nc1ccc(F)cc1)c1ccc(Oc2ncccn2)cc1,0.8,x,-0.6,-1.3,0.2,-0.6,-12.1,4.6,0.5
COc1ccc(NC(=O)c2cc(-c3cc(C)cs3)[nH]n2)cc1OC,i,0.6,x,-7.7,-0.4,16.1,x,-4.7,x
CCN(CC)CCNC(=O)C(Cl)=C1C(Cl)=C(Cl)C(Cl)=C1Cl,i,0.4,x,6.2,0.5,-8.5,-14.8,-5.5,-0.2
O=C(Nc1ccc(C(=O)O)cc1)Nc1ccc([N+](=O)[O-])cc1,i,0.3,0.1,-6.4,1.0,-14.4,3.5,-20.5,-1.5
O=C(CSc1nc2c(c(=O)n1-c1ccc(Cl)cc1)SCC2)N1CCCC1,i,x,3.0,4.1,0.2,-1.5,-12.4,1.6,3.1
Cc1cccc(NC(=O)CSc2nnc(-c3ccco3)c(-c3ccco3)n2)c1,-0.1,-1.2,1.5,11.8,2.4,-9.6,10.5,-2.9,10.8
c1ccc(-c2nc(N3CCN(c4ccccc4)CC3)nc(-n3ccnc3)n2)cc1,-1.4,x,1.4,9.2,0.5,0.2,0.4,2.4,-1.6
Cc1c(C(=O)Nc2ccccc2Cl)oc2ccc(S(=O)(=O)N3CCC4(CC3)OCCO4)cc12,-0.2,x,-1.6,9.8,-4.3,2.4,-15.7,-1.2,-0.7

# High-throughput results deposited in PubChem by several laboratories.

# Not all compounds are listed; count on the stated rates, not on these rows.
